Rab9 prom act – qHTS Assay for Rab9 Promoter Activators | Huh7 Rab9 promoter-luciferase reporter, luminescence, 24 h | Potency, µM (titrated, usually from 9.22 µM), without a hit: at the highest dose activation, negative = inhibition, actives largely listed as activators | hit rate 2.8% among 320,000; also: potency is read from the fitted curve at half-maximal effect; % of control where 0% means no effect; nearly all actives have a fitted effect of over 60% in size
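Luminescence read-out: Huh7 cells stably expressing Rab9-luciferase, treated 24 h with compound at 37 °C, then lysed with luciferase reagent for 10 min at ambient before reading.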
FLuc modulator – qHTS profiling assay for firefly luciferase inhibitor/activator using purifed enzyme and Km concentrations of substrates (counterscreen for miR-21 project); AID 588342, 2011; Potency, µM (top dose mostly 57.5 µM), inactives show at the top dose activity change, negative = inhibition, actives largely listed as inhibitors; Luciferin 4-monooxygenase (Photinus pyralis), P08659; hit rate 6.9% among 360,000; purified FLuc, Km substrates, luminescence inhibition;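 also: potency is read from the fitted curve at half-maximal effect; plate controls were vehicle for no effect and reference inhibitor for full effect; nearly all actives have a fitted effect of over 55% in size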
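Purified P. pyralis luciferase (10nM final) with 10uM D-luciferin and 10uM ATP (Km levels) in 50mM Tris acetate pH 7.5, 10mM Mg acetate, 0.01% Tween-20, 0.05% BSA; qHTS 6-point titration, ~60 µM downward; luminescence read.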
RORgamma inh – qHTS for inhibitors of ROR gamma transcriptional activity. Nuclear receptor ROR-gamma (Mus musculus), P51450. Drosophila S2 Gal4-RORgamma UAS-luciferase reporter, 20 h. Potency, µM (series often up to 53.6 µM), for the others: at the top dose activity change, negative = inhibition, usual class: inhibitors. hit rate 5.4% among 310,000; also: potency is read from the fitted curve at half-maximal effect; % is scaled to controls: 0 for no effect and ±100 for the full control effect; nearly all actives have a fitted effect of over 60% in size
Target sequence (P51450 whole entry, looked up, the tested form may be a part): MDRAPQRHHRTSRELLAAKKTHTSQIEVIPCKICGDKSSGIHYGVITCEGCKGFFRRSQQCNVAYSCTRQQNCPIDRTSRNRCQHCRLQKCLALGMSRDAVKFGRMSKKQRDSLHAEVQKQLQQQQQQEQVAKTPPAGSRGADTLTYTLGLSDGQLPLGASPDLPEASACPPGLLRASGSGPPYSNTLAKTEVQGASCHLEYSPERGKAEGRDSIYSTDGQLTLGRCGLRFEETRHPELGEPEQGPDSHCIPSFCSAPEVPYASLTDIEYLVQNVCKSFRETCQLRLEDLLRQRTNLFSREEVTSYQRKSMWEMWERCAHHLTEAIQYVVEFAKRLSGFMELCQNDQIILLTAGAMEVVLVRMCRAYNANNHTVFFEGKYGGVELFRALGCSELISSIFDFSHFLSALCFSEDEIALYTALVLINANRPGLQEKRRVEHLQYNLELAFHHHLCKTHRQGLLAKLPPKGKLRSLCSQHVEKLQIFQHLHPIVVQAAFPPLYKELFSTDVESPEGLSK
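Schneider cells (Drosophila), stable Gal4 DBD–ROR gamma + UAS-luc; 1 hr cmpd preincubation; Cu2+ induction 700 uM final; 20 hr ambient; luminescence.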
Gal4-VP16 FLuc – VP16 counterscreen qHTS for inhibitors of ROR gamma transcriptional activity. Drosophila S2 Gal4-VP16 UAS-luciferase, luminescence, 20 h. Potency, µM (doses to about 53.6 µM), for the others: top-dose activity, negative = inhibition, usual class: inhibitors. hit rate 3.5% among 310,000. AID 2546, 2010;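 also: Gal4-VP16 expression switched on by copper sulfate through the metallothionein promoter; potency is read from the fitted curve at half-maximal effect; % is scaled to controls: 0 for no effect and ±100 for the full control effect; nearly all actives have a fitted effect of over 50% in size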
uPA generation – qHTS for Inhibitors of Cell Surface uPA Generation | cell surface uPA generation assay, qHTS | Potency, µM (doses to about 38.3 µM), for inactives: top-dose activity change, negative = inhibition, actives largely listed as inhibitors | hit rate 0.31% among 330,000 | AID 540303, 2011; active = well fitted inhibition curve with a large enough effect; inconclusive = small, poorly fitted or top-dose-only effect; inactive = no such curve, though single readings can be large or run the other way; tested in mouse RAW 264.7 cells; also: potency is read from the fitted curve at half-maximal effect; % is scaled to controls: 0 for no effect and ±100 for the full control effect; nearly all actives have a fitted effect of over 55% in size
KCNH2 3.1 inh – qHTS for Inhibitors of KCHN2 3.1: Mutant qHTS | U2OS KCNH2 3.1, thallium flux FluxOr; hits give low values | hit rate 0.95% among 340,000 | Potassium voltage-gated channel subfamily H member 2, brain isoform KCNH2 3.1 (human) | activity change, % (tested at about 1.8 µM);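 active = maximum activity change below -70%; inconclusive = maximum activity change from -70% to -50%; inactive = maximum activity change above -50%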;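 also: thallium influx rate constant from kinetic fluorescence after stimulation buffer; % is scaled to controls: 0 for no effect and ±100 for the full control effect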
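Channel expression came from 3.1 mutant virus (1.77 x 10^8 /mL) applied to suspended U2OS cells for 4 h. Flux was tracked with FluxOr dye plus Red40 quencher, and kinetic rate constants normalized to controls.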
Tb PFK block – qHTS Assay to Find Inhibitors of T. brucei phosphofructokinase. ATP-dependent 6-phosphofructokinase (Trypanosoma brucei brucei), O15648. T. brucei PFK, ADP-Glo luminescence. Potency, µM (highest dose often 57.5 µM), for the others: at the top dose activity, negative = inhibition, most hits filed as inhibitors. hit rate 0.17% among 330,000. AID 485367, 2010;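 also: potency is read from the fitted curve at half-maximal effect; 0% = uninhibited 1x PFK enzyme wells and -100% = no-enzyme wells; nearly all actives have a fitted effect of over 60% in size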
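PFK 1.25 nM, F6P 0.5 mM, ATP 0.1 mM, 0.1 M TEA pH 8.0, 5 mM MgCl2, 0.01% Tween20, 0.1% BSA; 45 min RT. ADP-Glo readout. qHTS titration up to 57 uM; curves fitted, compounds curve-classed.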
FBPA coupling cs – qHTS Assay for Inhibitors of Fructose-1,6-bisphosphate Aldolase from Giardia Lamblia: Coupling assay counterscreen. coupling enzyme system counterscreen, AmpLite Red fluorescence. activity change, negative = inhibition, % at 58.2 µM, hits read low. hit rate 0.67% among 290,000; in the data active = activity change below about -30%; also: % is scaled to controls: 0 for no effect and ±100 for the full control effect
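Coupling enzymes only (glyceraldehyde-3-phosphate) + compound, at 57.5 uM final, 10 min RT; add substrate/coupling/AmpLite Red mix, 20 min RT; fluorescence ex 525/em 598 nm. Actives flag coupling-system interference.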
NPC1 prom act – qHTS Assay for NPC1 Promoter Activators. Potency, µM (doses to about 9.22 µM), inactives show top-dose activation, hits mostly activators. Huh7 NPC1 promoter luciferase reporter, 24 h. hit rate 2.4% among 320,000;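 also: potency is read from the fitted curve at half-maximal effect; % of control where 0% means no effect; nearly all actives have a fitted effect of over 60% in size; reporter is driven by a mutant NPC1 promoter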
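Luminescence from an NPC1 promoter-driven luciferase reporter in stably transfected Huh7 cells was measured after 24 h compound treatment at 37 °C, followed by 10 min ambient incubation with luciferase detection reagent.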
Giardia kill – Small Molecules that selectively kill Giardia lamblia: qHTS; Giardia lamblia trophozoite viability; activity change, % at 7.66 µM, hits read low; hit rate 0.15% among 340,000; in the data active = activity change below about -80%; inconclusive = between about -30% and that limit;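 also: parasites exposed to compound for two days anaerobically before the ATP read; % is scaled to controls: 0 for no effect and ±100 for the full control effect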
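Luminescence from cellular ATP indicates surviving trophozoites (100 cells/well) following 48 hrs anaerobic compound treatment at 37 deg C; signal develops 15-30 min at room temperature.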
ELG1 genotoxic – qHTS screen for small molecules that induce genotoxicity in human embryonic kidney (HEK293T) cells expressing luciferase-tagged ELG1; HEK293T ELG1-luciferase reporter, luminescence, 16 h; Potency, µM (highest dose often 46 µM), without a hit: top-dose activity change, positive = activation, actives largely listed as activators; hit rate 1.3% among 330,000; AID 504466, 2011; also: potency is read from the fitted curve at half-maximal effect; % of control where 0% means no effect; nearly all actives have a fitted effect of over 60% in size
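Cells (2,000/well) expressing the ELG1-luciferase fusion are dosed by pin tool and kept 16 hr at 37 °C, 5% CO2. Signal comes from ONE-Glo luciferase reagent after 30 min at room temperature.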
* hit, by the source's call; u = inconclusive; x = not tested or not shown; [ ] = dose if it differs, or a comment. Unless noted, calls follow the shape of the dose curve; as a rule, active = well fitted curve in the direction sought with a large enough effect; inconclusive = small, poorly fitted or top-dose-only effect, or another doubt; inactive = no such curve, though single readings can be large; an effect the other way counts as inactive or inconclusive. Compounds were not picked by outcome, and some 14% of all compounds hit somewhere here.

SMILES	Rab9 prom act	FLuc modulator	RORgamma inh	Gal4-VP16 FLuc	uPA generation	KCNH2 3.1 inh	Tb PFK block	FBPA coupling cs	NPC1 prom act	Giardia kill	ELG1 genotoxic
CC1=C(C(=O)OCc2ccccc2)C(c2ccc(-c3ccccc3)cc2)NC(=O)N1CCCCCC(=O)O (stereo not given)	-1%	-4%	u	u	2%	-1	-4%	12	1%	12	-3%
COc1ccc(-n2nc(C(=O)NCC(=O)NC(C)C)c3ccccc3c2=O)cc1OC	-1%	0%	33%	-2%	-14%	-3	2%	0	-3%	38[activator]	-1%
CC#CC[N+](C)(C)CCCCCCCCCC	-32%[inhibitor]	1%	7%	-13%	-16%	2	-21%	3	-30%[inhibitor]	-5	-8%
Cc1ccc(C)c(N2CCN(C(=O)CCc3nc(-c4ccc(F)cc4)no3)CC2)c1	x	x	x	x	4%	1	1%	x	x	-19	-1%
COC(=O)c1c(C)[nH]c(C(=O)C(C)OC(=O)C2=NNC(=O)CC2)c1C (stereo not given)	-4%	-3%	-2%	-8%	2%	3	-12%	1	-1%	-2	3%
CC1(c2nnc(-c3ccc(Cl)cc3)o2)CC(c2ccncc2)=NO1 (stereo not given)	-10%	0%	-6%	0%	4%	8	-20%	8	0%	-25	0%
Cc1ccc(NC(=O)c2sc3nc(C)nc(N4CCN(c5ccccn5)CC4)c3c2C)c(C)c1	-9%	1%	10%	-3%	6%	-70*	-1%	-2	-2%	9	-13%
O=C1CC(=O)C(n2cncn2)C(c2ccc(Cl)cc2Cl)C1 (stereo not given)	-6%	0%	-9%	1%	x	6	0%	5	1%	1	-1%
CC(Oc1cccc(Cl)c1)C(=O)NNC(=O)c1cccnc1 (stereo not given)	x	x	x	x	1%	13	-1%	x	x	-14	1%
CCCc1cc(=O)[nH]c(SCC(=O)c2cc(C)n(C(C)COC)c2C)n1 (stereo not given)	-3%	2%	-1%	13%	0%	-27	0%	-1	-2%	-27	0%

Molecules above that contain sulfur:
SMILES	Rab9 prom act	FLuc modulator	RORgamma inh	Gal4-VP16 FLuc	uPA generation	KCNH2 3.1 inh	Tb PFK block	FBPA coupling cs	NPC1 prom act	Giardia kill	ELG1 genotoxic
Cc1ccc(NC(=O)c2sc3nc(C)nc(N4CCN(c5ccccn5)CC4)c3c2C)c(C)c1	-9%	1%	10%	-3%	6%	-70*	-1%	-2	-2%	9	-13%
CCCc1cc(=O)[nH]c(SCC(=O)c2cc(C)n(C(C)COC)c2C)n1 (stereo not given)	-3%	2%	-1%	13%	0%	-27	0%	-1	-2%	-27	0%

Next structures follow.
SMILES	Rab9 prom act	FLuc modulator	RORgamma inh	Gal4-VP16 FLuc	uPA generation	KCNH2 3.1 inh	Tb PFK block	FBPA coupling cs	NPC1 prom act	Giardia kill	ELG1 genotoxic
COc1ccc(NC(=O)C2CCN(C(=O)c3ccc(OC)cc3)CC2)cc1	8%	-2%	-14%	-16%	-1%	u	-2%	-1	12%	-5	-7%
CC1(C)CC2CC(C)(CN2C(=O)COC(=O)c2cc(Cl)cc(Cl)c2N)C1 (stereo not given)	-4%	0%	5%	-7%	x	-1	2%	0	-1%	-9	-9%
COc1ccc(N2C(=O)C(F)(F)C2c2ccc(C)cc2)cc1OC (stereo not given)	2%	-9%	-4%	2%	3%	9	1%	3	0%	-2	1%
COc1ccc(CNC(=O)COC(=O)CN2C(=O)COc3ccccc32)cc1	-1%	-6%	x	x	-4%	-5	4%	x	-6%	-10	2%
CCc1nnc(NC(=O)CSc2nnc(-c3ccccc3O)n2-c2ccc(C)cc2C)s1	x	0%	1.6µM*	u	-8%	-11	x	-1	x	-5	x
Cc1cc(-c2nnco2)c(C)n1-c1ccccc1	u	12µM*	5%	-19%	-8%	-3	0%	0	u	-5	11µM*
Cc1noc(NS(=O)(=O)c2ccc(NC(=O)C(C)C)cc2)c1C	6%	-2%	-28%	-1%	-4%	-1	-3%	2	1%	21	-5%
C(=N\n1cnc2ccccc21)/c1cccnc1	16%	u	35%	-19%	1%	12	3%	0	10%	0	17%

Printed as active in RORgamma inh, of those listed so far:
smiles | Rab9 prom act | RORgamma inh | uPA generation | Tb PFK block | NPC1 prom act
CCc1nnc(NC(=O)CSc2nnc(-c3ccccc3O)n2-c2ccc(C)cc2C)s1 | x | 1.6µM* | -8% | x | x

Some of these compounds in order of length of the SMILES, ascending:
SMILES	Rab9 prom act	FLuc modulator	RORgamma inh	Gal4-VP16 FLuc	uPA generation	KCNH2 3.1 inh	Tb PFK block	FBPA coupling cs	NPC1 prom act	Giardia kill	ELG1 genotoxic
C(=N\n1cnc2ccccc21)/c1cccnc1	16%	u	35%	-19%	1%	12	3%	0	10%	0	17%
Cc1noc(NS(=O)(=O)c2ccc(NC(=O)C(C)C)cc2)c1C	6%	-2%	-28%	-1%	-4%	-1	-3%	2	1%	21	-5%
COc1ccc(NC(=O)C2CCN(C(=O)c3ccc(OC)cc3)CC2)cc1	8%	-2%	-14%	-16%	-1%	u	-2%	-1	12%	-5	-7%
CCc1nnc(NC(=O)CSc2nnc(-c3ccccc3O)n2-c2ccc(C)cc2C)s1	x	0%	1.6µM*	u	-8%	-11	x	-1	x	-5	x
